# Assay outcomes from PubChem BioAssay.
# Peg3 imprint – induces erasure of genomic imprints in mouse ES cells; mouse ES Peg3-LacZ reporter, beta-gal luminescence, 40 h; Potency, µM (doses to about 60.7 µM), for the others: at the highest dose activity change, positive = activation, most hits filed as activators; 110,000 tested, 0.02% active; AID 1948;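 further: 0% = negative control wells on the plate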
#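 Readout: BetaGlo luminescence (5 min, room temp) for LacZ from the normally silent maternal Peg3 allele in female Peg3LacZ-Neo ES cells. Cells 300/well, 40 h, 37C, 5% CO2. Data normalized per plate to negative controls.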
# IkB sig inh – suppresses IkB signaling in ABC-DLBCL reporter cells; AID 445; 110,000 tested, 0.04% active; ABC-DLBCL IkBa-CBG/CBR dual luciferase ratio, 4 h; response scale: scaled: untreated 0%, proteasome inhibitor 100%; Potency, µM (series often up to 57.1 µM), for the others: at the top dose IkBa stabilization activation; active means well fitted curve in the direction sought with a large enough effect in the signal ratio, not every such curve was filed as active; inconclusive means small, poorly fitted or top-dose-only effect, or a change in a side signal; the % refers to the signal ratio;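 further: the direction sought is a rising ratio; 0% = basal untreated cells and 100% = reference inhibitor full response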
#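 Luminescence ratio of IκBα-fused green versus native red beetle luciferase in OCI-Ly3 cells, 4 h post-doxycycline with compound; red signal alone, scaled from basal (0%) to zero light (-100%), flagged nonspecific or cytotoxic effects.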
# p53ts 39C tox – p53ts cell cytotoxicity, nonpermissive temperature. H1299-p53A138V viability at 39C, ATP luminescence, 24 h. Potency, µM (top dose mostly 46.1 µM), for inactives: top-dose activity change, negative = cell killing, usual class: cytotoxic. 130,000 tested, 1.5% active. AID 902; further: nearly all actives have a fitted effect of over 55% in size
# p53ts 32C kill – kills p53ts cells at the permissive temperature; H1299-p53A138V at 32C, ATP luminescence viability, 24 h; Potency, µM (top dose mostly 46.1 µM), inactives show at the highest dose activity change, negative = cytotoxicity, actives largely listed as cytotoxic; 130,000 tested, 0.93% active;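 further: 0% = DMSO and -100% = full killing by reference compound; nearly all actives have a fitted effect of over 55% in size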
#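 Viability by ATPlite luminescence after 24 h compound treatment (up to 46 uM) at the permissive 32C. Cells are H1299 carrying p53 A138V. Scale runs from DMSO basal to 100 uM tamoxifen as full kill; AC50 from Hill fits.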
# * = called active by the depositor; ? = inconclusive; . = not tested or not shown; [ ] = dose if it differs, or a comment. Unless noted, the call rests on the fitted dose curve; in most records, active means well fitted curve in the direction sought with a large enough effect; inconclusive means small, poorly fitted or top-dose-only effect, or another doubt; inactive means no such curve, though single readings can be large; an effect the other way counts as inactive or inconclusive. Unless noted, on the % scale 0 is the no-effect control and ±100 the full control effect; potency means the concentration at half of the fitted maximal effect.
SMILES,Peg3 imprint,IkB sig inh,p53ts 39C tox,p53ts 32C kill
COc1cc2cc(C(c3nnnn3C3CCCC3)N3CCc4ccccc43)c(=O)[nH]c2cc1OC (stereo not drawn),8%,?,4%,15%
CCC(C)N(CC(=O)NCc1ccc(OC)cc1)C(=O)c1csnn1 (stereo not drawn),-5%,0.6%,2%,9%
CNC(=O)C1CCC(Cn2c(=O)c3sccc3n(Cc3ccccc3)c2=O)CC1 (stereo not drawn),11%[10.9 µM],0.8%,-22%,-3%
N#Cc1ccc2ccn(CC(=O)NC3CCCCCC3)c2c1,-7%,0.2%,3%,-3%
CC(C)(C)NC(=O)NC(=O)COC(=O)c1ccco1,-1%,0.9%,-8%,-5%
Cc1cccc(OCC(=O)N2CCN(C(=O)c3cccs3)CC2)c1,-6%,4.4%,-1%,1%
O=C(Cn1cc(SCc2cccc(Cl)c2)c2ccccc21)N1CCCCC1,-21%[10.9 µM],?,-12%,5%
O=[N+]([O-])c1ccc(S(=O)(=O)N2CCn3cccc3C2c2ccc(Br)cc2)cc1 (stereo not drawn),-3%[10.9 µM],?,-8%,-6%
C(#Cc1ccc(C#CCN2CCOCC2)cc1)CN1CCOCC1,-10%,-1.4%,1%,-7%
Cc1cccc(NC(=O)CN2C(=O)C3(SCC(=O)N3c3ccccc3)c3ccccc32)c1 (stereo not drawn),-11%[10.9 µM],?,13%,-2%
CCCCNC(=S)NNC(=O)c1cccnc1,.,.,9%,-8%
Cc1ccc(S(=O)(=O)N(c2ccccc2)C2CCS(=O)(=O)C2)cc1 (stereo not drawn),15%,0.1%,-7%,-5%
CCOC(=O)CCCNS(=O)(=O)c1c(C)ccc2nsnc12,-6%,0.9%,7%,0%
Cc1cc(C)cc(NC(=O)Cn2c(-c3cncs3)nc3ccccc32)c1,-7%[10.9 µM],?,-2%,?
COc1cc(NC(=O)c2cc3nc(-c4ccccc4)cc(-c4ccccc4)n3n2)c(OC)cc1Cl,-5%[10.9 µM],-5.3%,34%[activator],-5%
CCOC(=O)Nc1cccc(OCC(=O)Nc2ccccc2OC)c1,-16%,?,-5%,6%
Cc1cnc(CNc2ncnc3ccc(-c4ccccc4C#N)cc23)cn1,-22%,1.7%[11.4 µM],-4%,-2%
CCC(C)SCc1nc2ccccc2[nH]1 (stereo not drawn),-29%,2.2%,-4%,-6%
CCOC(=O)c1ccc(NC(=O)CC2C(=O)N(c3ccc(C)cc3)C(=O)N2C2CCCC2)cc1 (stereo not drawn),7%[10.9 µM],2.6%,-5%,6%
COc1ccc(-n2nc3c(N4CCC(C(=O)N5CCC(C)CC5)CC4)nnc(C)c3c2C)cc1,-4%[10.9 µM],?,-16%,9%
Cc1cc(NC(=O)c2cc(-c3ccco3)on2)no1,4%,10%,-11%,-8%
COC(=O)c1ccc(=O)n(Cc2ccco2)c1,.,.,7%,9%
Cc1cc2n(n1)C(c1ccccc1Cl)Nc1ccccc1-2 (stereo not drawn),1%,-2.4%,-12%,3%
Cc1cccc(OCc2nnc(NC(=O)Cc3cccs3)s2)c1,.,.,-11%,-18%
O=C(NC[C@@H](O)CO)c1c(I)c(C(=O)NC[C@@H](O)CO)c(I)c(N(CCO)C(=O)CO)c1I,-1%[16.8 µM],-0.3%[25.6 µM],3%[20.6 µM],4%[20.6 µM]
Cc1ccc(OCCn2c(Br)nc3c2c(=O)n(C)c(=O)n3C)cc1,.,.,-5%,-8%
CS(=O)(=O)N1CCC[C@@]2(CCN(Cc3nccs3)C2)C1,.,-0.9%[11.4 µM],8%,-7%
COc1cccc(-n2nnc3c(=O)n(CC(=O)OCc4ccccc4)cnc32)c1,-11%,-0.1%,0%,4%
COc1ccc(-c2noc(CNC(=O)c3ccccc3Br)n2)cc1,12%[10.9 µM],-2.0%,6%,0%
O=C1CC(c2ccccc2)Cc2[nH]c(=O)c(-c3nc(-c4ccc(Cl)c(Cl)c4)cs3)cc21 (stereo not drawn),-7%[10.9 µM],?,6%,15%
CCOc1ccc(C2CC(c3cccc(C)c3)n3ncnc3N2)cc1 (stereo not drawn),4%,-4.1%,-7%,2%
COc1cc(Cl)c(S(=O)(=O)N2CCN(c3c(C)cccc3C)CC2)cc1Cl,13%[10.9 µM],1.8%,19%,-4%
CS(=O)(=O)N(CC(=O)NC1CC2CCC1C2)c1cccc(C(F)(F)F)c1 (stereo not drawn),-2%,0.5%,7%,-3%
Cc1ccc(NC(=O)CSc2ncc3c(n2)-c2ccccc2N(C)S3(=O)=O)c(Cl)c1,-21%[10.9 µM],?,?,-16%
CCOCCCN(C(=O)CNC(=O)c1ccco1)C(C(=O)NC1CCCC1)c1ccccc1C (stereo not drawn),-6%,0.3%,0%,-1%
Cc1cccc(Cn2cc(/C=C(/C#N)C(=O)Nc3cccc(Cl)c3)c3ccccc32)c1,-18%[10.9 µM],?,10%,1%
CCCNC(=O)Cn1c(=O)c2cccn2c2cccnc21,-13%[10.9 µM],-2.8%,-16%,6%
Nc1ccc(CCS(N)(=O)=O)cc1,-3%,0.9%,7%,3%
O=C(NCCCN1CCCC1=O)c1ccc2c(=O)n(Cc3ccco3)c(=S)[nH]c2c1,-10%,-1.7%,0%,11%
CC(C)(C)C1CCc2c(sc3nc(SCC(N)=O)nc(N)c23)C1 (stereo not drawn),.,.,-11%,-9%

# Record cards (already shown). Order of values: Peg3 imprint, IkB sig inh, p53ts 39C tox, p53ts 32C kill
# `Nc1ccc(CCS(N)(=O)=O)cc1` is listed with -3%, 0.9%, 7%, 3%
# `O=C(NCCCN1CCCC1=O)c1ccc2c(=O)n(Cc3ccco3)c(=S)[nH]c2c1` is listed with -10%, -1.7%, 0%, 11%

# Given with two lines to a compound: 2 of the compounds above
# Value order: Peg3 imprint | IkB sig inh | p53ts 39C tox | p53ts 32C kill
Cc1cc2n(n1)C(c1ccccc1Cl)Nc1ccccc1-2 (stereo not drawn)
    1% | -2.4% | -12% | 3%
Cc1cccc(OCc2nnc(NC(=O)Cc3cccs3)s2)c1
    . | . | -11% | -18%

# Later entries.
SMILES,Peg3 imprint,IkB sig inh,p53ts 39C tox,p53ts 32C kill
CCCCN(C)S(=O)(=O)c1ccc(C(=O)Nc2nnc(-c3cccs3)o2)cc1,-45%[inhibitor],?,7.9µM*,-24%
CCCc1[nH]nc2c1C(CCC)C(C#N)=C(N)O2 (stereo not drawn),.,1.0%,2%,8%
CC1CCC2(CC1)NC(=O)c1ccccc1O2 (stereo not drawn),-7%,3.7%,-8%,7%
CCOc1ccc(NC(=O)CSc2nccn2-c2cccc(C)c2C)cc1,-7%[10.9 µM],?,?,7%
Cc1cc2nc(-c3ccc(Br)cc3)cc(C(F)(F)F)n2n1,-4%[10.9 µM],-1.3%,1%,-5%
CCCCNC(=O)NS(=O)(=O)c1ccc(C)cc1,-8%,3.7%,-5%,18%
CCc1ccc(CNC(=O)c2ccc(NC(=O)N3CCCCc4ccccc43)cc2)cc1,9%[10.9 µM],?,-2%,5%
COc1ccc(N(CC(=O)N2CCN(c3ccccc3)CC2)S(=O)(=O)c2c(C)noc2C)cc1,-12%,3.4%,-13%,-10%
Cc1ccccc1Cn1c(C(C)O)nc2ccccc21 (stereo not drawn),-12%,0.6%,-9%,2%
Cc1ccc(CC2CC(=O)N(c3ccc(Cl)cn3)C2=O)cc1 (stereo not drawn),3%,0.2%,9%,1%
CCOc1ccccc1NC(=O)Cn1cnc2onc(-c3ccc(F)cc3)c2c1=O,-5%[10.9 µM],?,0%,-7%
Cc1ccccc1OC1C=CC(c2ccccc2)OC1CO (stereo not drawn),.,.,6%[9.22 µM],-3%[9.22 µM]
COc1cccc(C(=O)N2CCN(Cc3ccc4c(c3)OCO4)CC2)c1OC,-5%,-4.0%,12%,6%
COC(=O)CCC(=O)COc1ccc(OC)cc1C#N,-7%,-3.1%,-23%,?
Cc1cnc(CNc2cc(-c3ccccc3C(F)(F)F)ncn2)cn1,1%,0.0%[11.4 µM],3%,3%
Cc1nn(C(C)C(=O)Nc2ccccc2C(F)(F)F)c(=O)c2c1sc1ccccc12 (stereo not drawn),-21%[10.9 µM],?,-8%,-17%
COc1ccccc1NC(=O)CN1CCN(CC(=O)Nc2ccc(F)cc2)CC1,-14%,?,10%,-11%
CN(C)CCCNC(=O)c1ccc2[nH]c3ccccc3c2c1,-12%,-6.4%,-10%,-26%
COc1ccc(CCNC(=O)CCCn2c(=O)c3cccn3c3ccccc32)cc1OC,-8%[10.9 µM],?,?,5%
CCOC(=O)c1c(NC(=O)c2nc(S(C)(=O)=O)ncc2Cl)sc(C(C)=O)c1C,-7%[10.9 µM],?,?,-25%
CC(=O)n1cc(Nc2ccccc2C(=O)O)c2ccccc21,-5%,3.2%,9%,-6%
Cc1[nH]c(=O)c(C#N)cc1-c1ccncc1,-12%,-0.6%,-8%,-8%
CCCCC(Sc1nc2cc3c(cc2c(=O)n1CCCC(=O)NCc1ccc2c(c1)OCO2)OCO3)C(=O)OCC (stereo not drawn),-11%[10.9 µM],-2.5%,?,2%
COc1cccc2c1Oc1ncccc1N(C(=O)Nc1ccc(F)c(Cl)c1)C2,7%[10.9 µM],-3.2%,-10%,-2%
CC(C)(C)NC(=O)CSc1nc(O)cc(=O)n1-c1ccccc1F,-5%,7.7%,1%,-3%
O=C(NC1CCCCC1)N(Cc1nc2ccccc2c(=O)[nH]1)C1CCCC1,-7%,0.4%,4%,5%
COc1ccc(C2=[N+]([O-])C(C)(C)N(O)C2C)cc1 (stereo not drawn),.,.,-22%,-7%
Cc1ccc(CNC(=O)CN(C)S(=O)(=O)c2cccc3nsnc23)cc1,-7%,-0.9%,-11%,-10%
COC(=O)c1cnc2c(C(F)(F)F)cccc2c1OC,-9%,-3.9%,9%,-1%
Cc1ccc(C)c(OCC(=O)Nc2sc3c(c2C#N)CCCC3)c1C,-10%[10.9 µM],1.3%,6%,-2%
O=C1CCSc2ccc(S(=O)(=O)Nc3cccc(C(F)(F)F)c3)cc2N1,13%[10.9 µM],?,-26%,-10%
Cc1nn(-c2ccccc2)c2sc(C(=O)Nc3ccc(Cl)cc3Cl)cc12,-6%[10.9 µM],3.2%,13%,7%
CC(C)C(=O)Nc1nnc(Cc2ccccc2)s1,-2%,-3.5%,7%,9%
CCCOc1ccc(C(=O)Nc2cccc(NC(=O)c3ccc(Cl)cc3Cl)c2)cc1,-13%[10.9 µM],?,7.9µM*,?
CCOC(=O)C1CCN(CC(=O)c2c(C)[nH]c3cc(C)ccc23)CC1,-12%,3.1%,-2%,-4%
CCn1cc(SCC(=O)NCc2ccc3c(c2)OCO3)c2ccccc21,-90%[inhibitor],?,5µM*,5µM*
CCOc1ccc(C(=O)N2CCCN(C(=O)c3ccc(OCC)cc3)CC2)cc1,.,.,-3%,3%
CCOC(=O)c1c(C)n(-c2ccccc2)c2ccc(OC(=O)c3cccc(OC)c3OC)cc12,-14%[10.9 µM],0.3%,28%,7%
CCOc1ccc(NC(=O)c2ccncc2)cc1,-37%[inhibitor],-0.9%,-7%,-15%
Cc1ccc2nc(N3CCN(c4cccc(C)c4C)CC3)c3nncn3c2c1,7%[10.9 µM],1.7%,?,12%

# The list goes on, starting with the last four of the part before.
SMILES,Peg3 imprint,IkB sig inh,p53ts 39C tox,p53ts 32C kill
CCOc1ccc(C(=O)N2CCCN(C(=O)c3ccc(OCC)cc3)CC2)cc1,.,.,-3%,3%
CCOC(=O)c1c(C)n(-c2ccccc2)c2ccc(OC(=O)c3cccc(OC)c3OC)cc12,-14%[10.9 µM],0.3%,28%,7%
CCOc1ccc(NC(=O)c2ccncc2)cc1,-37%[inhibitor],-0.9%,-7%,-15%
Cc1ccc2nc(N3CCN(c4cccc(C)c4C)CC3)c3nncn3c2c1,7%[10.9 µM],1.7%,?,12%
Cc1c(CNC2CCCCC2)c(C(=O)O)c(C)n1Cc1cccc(Cl)c1,-11%[10.9 µM],0.7%,3%,-2%
CCCCS(=O)(=O)c1oc(-c2cccs2)nc1S(=O)(=O)c1ccccc1,-39%[inhibitor][10.9 µM],?,3.2µM*,18µM*
Nc1ccc(F)cc1F,1%,0.8%,-2%,8%[1.84 µM]
CC(NC(=O)C1(c2cccs2)CCOCC1)c1ccccc1 (stereo not drawn),-6%[10.9 µM],0.1%,7%,-7%
CCOC(=O)c1cnn(-c2sc(C(=O)OCC)c(C)c2C(=O)OCC)c1N,2%,?,4%,-2%
